IDE act: boosts human insulin-degrading enzyme activity in HEK cells; FAbeta-B cleavage, fluorescence polarization; 0% vehicle, 100% cell-free pure enzyme wells; 340,000 tested, 0.073% active; activation, % at 5.96 µM; P14735;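 active = activation above the mean of all tested compounds plus 3 SD, set per screening campaign, cut at about 17% in these data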
Target sequence (P14735 whole entry, looked up): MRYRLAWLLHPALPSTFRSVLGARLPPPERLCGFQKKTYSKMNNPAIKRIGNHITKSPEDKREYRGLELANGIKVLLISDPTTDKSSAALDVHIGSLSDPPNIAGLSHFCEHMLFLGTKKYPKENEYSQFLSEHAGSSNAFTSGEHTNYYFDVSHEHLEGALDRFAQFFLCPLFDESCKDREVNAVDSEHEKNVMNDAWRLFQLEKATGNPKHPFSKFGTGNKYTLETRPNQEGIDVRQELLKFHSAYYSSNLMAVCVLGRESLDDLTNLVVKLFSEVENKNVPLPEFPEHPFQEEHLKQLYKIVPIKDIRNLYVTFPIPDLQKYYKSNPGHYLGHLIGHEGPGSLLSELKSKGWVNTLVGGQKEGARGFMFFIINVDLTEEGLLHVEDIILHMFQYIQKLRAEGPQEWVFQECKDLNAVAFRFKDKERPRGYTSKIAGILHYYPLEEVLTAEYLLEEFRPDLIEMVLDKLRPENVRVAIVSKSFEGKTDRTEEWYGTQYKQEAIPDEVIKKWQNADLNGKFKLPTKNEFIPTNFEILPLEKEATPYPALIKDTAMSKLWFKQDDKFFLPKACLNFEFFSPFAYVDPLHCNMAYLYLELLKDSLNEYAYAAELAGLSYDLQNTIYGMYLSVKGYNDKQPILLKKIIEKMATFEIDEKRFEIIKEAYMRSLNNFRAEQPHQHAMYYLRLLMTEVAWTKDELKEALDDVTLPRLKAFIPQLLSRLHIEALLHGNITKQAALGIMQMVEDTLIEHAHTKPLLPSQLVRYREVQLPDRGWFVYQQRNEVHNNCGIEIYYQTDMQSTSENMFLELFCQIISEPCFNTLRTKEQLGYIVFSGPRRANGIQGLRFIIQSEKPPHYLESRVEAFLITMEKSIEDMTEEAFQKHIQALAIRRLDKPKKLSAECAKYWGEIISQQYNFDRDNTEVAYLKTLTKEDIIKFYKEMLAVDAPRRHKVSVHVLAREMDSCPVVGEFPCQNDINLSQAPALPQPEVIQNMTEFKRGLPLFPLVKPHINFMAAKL
M18AAP inhibitor: PfM18AAP enzyme inhibition; recombinant PfM18AAP, H-Glu-NHMec fluorogenic cleavage; inhibition, % at 7.35 µM; 290,000 tested, 1.2% active; AID 1822;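 active = inhibition above the campaign mean inhibition over all tested compounds plus 3 SD, cut at about 28% in these data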;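 also: 0% = plate median of test compound wells and 100% = 2 mM ZnCl2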
MEKK3 PB1 HTS: raises or lowers MEK5 binding to the human MEKK3 PB1 domain | Q99759 | bead-based flow cytometry, Alexa488-MEK5 binding to MEKK3; actives lie on both sides; 0 = blocked by unlabeled MEK5, 100 = vehicle | binding response (% of control), % at 10 µM | 290,000 tested, 1.4% active;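 active = binding response more than 3 SD above or below the average of its plate-row segment, actives on both sides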;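 also: Alexa488 bead fluorescence after subtracting the streptavidin-only scavenger bead signal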
pCIP destab: p/CIP protein destabilization; decrease of EGFP signal, % at 10 µM; F442A p/CIP-EGFP cells, EGFP fluorescence, 16 h; Q05BA5; 290,000 tested, 0.01% active;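 active = EGFP signal decrease of at least 30% at 10 µM or well 3 SD below plate mean, unless failing retest; inactive = the rest, including hits failing retest or dose response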; also: some compounds called inactive have numbers as strong as hits; many of its hits are not listed in these tables
IDE cell inh: inhibitors of human insulin-degrading enzyme in cells; P14735; HEK cells, FAbetaB cleavage, fluorescence polarization; inhibition, % at 5.59 µM; 320,000 tested, 0.41% active;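 active = percent inhibition above the average of all tested compounds plus 3 SD, set per screening campaign, cut at about 16% in these data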;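 also: IDE supplied by intact live HEK cells; FP after avidin binding of uncleaved biotin substrate so inhibition keeps polarization high; 0% = DMSO wells and 100% = 60 µM reference IDE inhibitor Ii1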
NALP1 inh: blocks the NALP1 inflammasome reconstituted in yeast | S. cerevisiae NALP1/ASC/caspase-1 growth, X-gal OD620, 72 h | inhibition, % at 10 µM | 280,000 tested, 0.61% active | AID 2071; in the data active = inhibition mostly above about 24%, no sharp cut-off; inactive = mostly below about 32%; also: some compounds called inactive have numbers as strong as hits
MEKK2wt PB1 HTS: raises or lowers MEK5 binding to wildtype human MEKK2 PB1 domain; Q9Y2U5; bead flow cytometry, Alexa488-MEK5 binding to MEKK2 WT; actives lie on both sides; binding response (% of control), % at 10 µM; 290,000 tested, 1.1% active; in the data active = binding response below about 67% or above about 130%
SUMO HTRF inh: blocks human SUMOylation mediated by UBC9; inhibition, % at 35 µM; P63279; 290,000 tested, 0.36% active; HTRF SUMOylation assay, SAE1/SAE2 + UBC9, in vitro; AID 2006; in the data active = inhibition above about 50%, passing the limit was not always enough; also: strong numbers were not always called active
MEKK2mut PB1 HTS: signal of MEK5 binding to mutant human MEKK2 PB1 domain. bead flow cytometry, Alexa488-MEK5 binding to MEKK2 mutant. AID 1530. 290,000 tested, 0.35% active. percent response, % at 10 µM; in the data active = percent response above about 24%, passing the limit was not always enough; also: inactives centre near 1; some results filed as inactive read as strong as hits; reference of the scale not given here
* marks the source's active call; other numbers are inactive results; nt = not tested or not shown; [ ] = another dose, or the depositor's remark. Not all compounds are listed; rates above refer to the full screens.

SMILES	IDE act	M18AAP inhibitor	MEKK3 PB1 HTS	pCIP destab	IDE cell inh	NALP1 inh	MEKK2wt PB1 HTS	SUMO HTRF inh	MEKK2mut PB1 HTS
CCC(CC)NC(=O)COC(=O)c1cc(Br)ccc1Cl	1	-7	113	12	3	21	100	-31	25
CCOC(=O)Nc1ccc2c(c1)N(C(=O)C(C)N1CCCC1)c1ccccc1CC2 (stereo not given)	3	6	106	-20	-5	6	112	16	4
CCOC(=O)N1CCN(C(=O)CCn2c(=S)[nH]c3ccsc3c2=O)CC1	1	2	102	2	-2	-5	100	3	-1
CCc1ccccc1NC(=S)N(Cc1cccnc1)Cc1ccco1	4	-3	70	-3	-3	7	63	4	-3
CCC(C)NC(=O)Nc1ccc(F)c(Cl)c1 (stereo not given)	6	-1	100	-5	4	-5	105	19	4
O=C(CN1C(=O)c2ccccc2S1(=O)=O)NCc1cccnc1	9	0	83	0	-3	-32	90	7	-7
CCC(=O)c1ccc(N2CCCCC2)c(F)c1	7	3	102	-2	2	15	102	19	1
O=C(O)c1ccccc1C(=O)NCCc1ccc(Cl)cc1	2	2	104	-2	1	14	105	23	4
COc1ccccc1OCCNC(=O)c1cccc(S(=O)(=O)N2CC(C)OC(C)C2)c1 (stereo not given)	0	3	106	0	2	-1	108	10	6
Cc1nc2nc[nH]n2c(=O)c1NC(=O)CCc1ccccc1	-2	-1	98	-12	4	6	100	17	12
N/C(=N\OC(=O)Cc1ccc(-c2ccccc2)cc1)c1cccnc1	-1	1	101	-11	4	-10	104	2	6
O=C(NC1CCN(C(=O)NCc2ccccc2)CC1)c1cccc(F)c1	1	-11	104	-4	-5	6	103	8	7
CC(C)Cn1c(N)c(C(=O)NCc2cccs2)c2nc3ccccc3nc21	5	5	101	-48	2	9	98	97	0
CC1=C(C#N)CCC(=O)N1Cc1ccc(C)cc1	1	0	99	18	-5	9	100	-42	-4
O=C(Nc1ccc(Cl)cn1)c1cccc(F)c1	1	1	100	-10	-1	11	105	-24	6
CCC1CCCCN1C(=S)Nc1ccc(OC(F)F)cc1 (stereo not given)	-2	1	108	-11	-2	13	101	-7	0
Cc1ccc(NC(=O)CN(C)S(=O)(=O)c2cccs2)cc1F	6	-7	98	-22	-6	-5	100	-6	-3
Cc1ccccc1CN1CCN(CC(=O)NC(C)c2ccccc2)CC1 (stereo not given)	2	-1	109	-12	-1	9	116	19	14
Cc1c(C(=O)N/N=C/c2ccc(O)cc2)sc(=S)n1C	-3	6	116	1	3	21	107	8	0
CC(/C=N/N1CCN(c2ccccn2)CC1)=C\c1ccccc1	1	-4	100	-13	6	27	111	2	3
C=CCC1(CC=C)CCCN1C(=O)CC1C(=O)NCCN1Cc1cccc(OC)c1OC (stereo not given)	1	6	100	-8	0	-2	99	7	-6
CCCc1nc2ccccc2c(C(=O)OC2CCOC2=O)c1CC (stereo not given)	2	9	101	1	-1	12	96	1	-2
CC1(c2ccc(Cl)c(Cl)c2)NC(=S)N2C1NC(=S)N2c1ccccc1 (stereo not given)	5	-3	nt	5	1	-24	nt	-13	nt
Cc1occc1C(=O)NC1CCCN(Cc2ccc(Cl)cc2)C1 (stereo not given)	-5	-1	96	-14	2	4	98	14	-1
Cc1cc(CN(C)C(=O)CC2C(=O)NCCN2Cc2ccc(-c3ccccc3)cc2)on1 (stereo not given)	-2	8	106	0	3	16	122	-3	23
Cc1cc(O)cc2c1C(=O)/C(=C/c1ccco1)O2	-8	15	104	-9	14	11	104	28	6
Cn1cccc1C(=O)NC(=O)COC(=O)c1ccc(O)cc1	6	7	108	-14	7	6	104	15	1
O=C(c1cc(COc2c(F)cccc2F)on1)N1CCC(c2ccccc2Cl)C1 (stereo not given)	0	-8	49*[inhibitor]	1	-1	0	51	-10	-35
Cc1ccc(N2CC(C(=O)Nc3ccncc3)CC2=O)cc1 (stereo not given)	5	-2	106	-5	0	27	105	17	7
CCOC(=O)CC(=O)CSc1nc(C)nc2c1oc1ccccc12	0	9	105	-14	10	-2	103	-8	2
Cc1ccc(C)n1NC(=O)c1ccc([N+](=O)[O-])cc1	6	4	99	-17	2	6	98	-2	-3
CNC(=O)C1CC(=O)N(Cc2ccc3c(c2)OCO3)C(=Nc2ccc(OC)cc2)S1 (stereo not given)	3	-3	100	-39	5	-26	102	-10	3
Cc1cc(C(C)(C)C)ccc1OCCCCN1CCCC1	4	1	102	-6	-1	44	105	2	-1
CC(=O)/C=C1/C(=O)Nc2ccccc21	2	15	99	-1	8	0	99	16	1
COc1ccc(C2CC(c3ccccc3)=NN2C(=O)COC(=O)c2cc(S(=O)(=O)N3CCOCC3)ccc2Cl)cc1 (stereo not given)	-2	-6	94	-11	4	20	99	-16	-2
CC(O)c1nc2ccccc2n1CCCCOc1ccccc1 (stereo not given)	4	2	108	-9	5	6	98	-6	-4
CCn1c(SCC(=O)NC2CC2)nnc1-c1ccccc1OC	0	0	101	4	-4	-7	100	5	-4
Cc1nc(Sc2ccc(Br)cc2)c(C#N)c(C)c1[N+](=O)[O-]	3	4	101	-6	0	-6	99	-20	7
CCN(CC(N)=O)S(=O)(=O)c1ccc(F)cc1	0	-14	101	-8	0	-12	97	-11	0
COc1ccc(C(=O)COC(=O)CNC(=O)C2CCCCC2)c(OC)c1	2	-7	100	-13	-11	0	98	21	-1

Records listed so far that bear a hit mark in MEKK3 PB1 HTS:
SMILES	IDE act	M18AAP inhibitor	MEKK3 PB1 HTS	pCIP destab	IDE cell inh	NALP1 inh	MEKK2wt PB1 HTS	SUMO HTRF inh	MEKK2mut PB1 HTS
O=C(c1cc(COc2c(F)cccc2F)on1)N1CCC(c2ccccc2Cl)C1 (stereo not given)	0	-8	49*[inhibitor]	1	-1	0	51	-10	-35

Further compounds:
SMILES	IDE act	M18AAP inhibitor	MEKK3 PB1 HTS	pCIP destab	IDE cell inh	NALP1 inh	MEKK2wt PB1 HTS	SUMO HTRF inh	MEKK2mut PB1 HTS
O=C1Nc2ccc(F)cc2C12SCCS2	1	-1	nt	-3	0	14	nt	8	nt
NC(=NCc1ccco1)NC(=O)c1ccc(Cl)cc1	3	8	99	-12	1	30	102	-2	-2
CCn1c(Sc2nc(C)nc3scc(-c4cccs4)c23)n[nH]c1=O	1	0	111	2	-3	-14	102	-38	-2
CCC1CCC2(CC1)NC(=O)N(CC(=O)c1c(C)[nH]c3ccccc13)C2=O (stereo not given)	6	0	102	1	-2	-4	103	-19	26
O=S(=O)(NCc1cccnc1)c1ccc(Br)s1	1	-8	100	-23	-1	2	94	-5	-2
Oc1oc(-c2ccccc2Br)nc1C=Nc1ccc(Br)cn1	4	0	101	-10	-1	13	106	46	-2
CCC1CCCCN1CCN1C(=O)C2C(C(=O)Nc3ccc(OC)cc3)C3C=CC2(O3)C1C(=O)NC1CCCCC1 (stereo not given)	6	-5	100	9	7	-6	109	6	2
COc1cccc2cc(C(=O)NC3CC4CCC3C4)oc12 (stereo not given)	0	5	105	2	3	-24	105	12	3
O=c1cc(Cl)c2ccccc2n1-c1ccccc1	6	1	103	2	0	15	107	3	7
O=C(O)c1cc(S(=O)(=O)O)cc(Nc2c3ccccc3nc3ccccc23)c1O	4	35*	104	-16	-1	16	100	44	8
CCOc1ccc(NC(=O)CN(C)CC(=O)Nc2cccc(Cl)c2C)cc1OCC	4	-6	101	0	1	-14	103	-15	1
CCOc1ccc(C(=O)Nc2ccc(N3CCN(C(C)=O)CC3)cc2)cc1[N+](=O)[O-]	-2	3	91	2	-5	6	97	14	-2
c1ccc(Cn2c(Sc3nnnn3-c3ccccc3)nnc2-c2ccccc2)cc1	-1	-2	80	0	-6	14	82	5	-15
COc1cccc(N(C(=O)Cn2nnc(-c3cccs3)n2)C(C(=O)NC(C)C)c2ccc(C)o2)c1 (stereo not given)	0	-15	103	-13	3	11	101	-1	11
CCOc1ccc(/C=C2\SC(=S)N(C(C(=O)O)c3ccccc3)C2=O)cc1OC (stereo not given)	-4	8	109	-6	8	-10	103	25	6
S=C(NCCN1CCOCC1)Nc1ccc(Cl)cc1Cl	3	4	106	0	0	25	105	-3	-1
COc1cc(C2c3[nH]c4ccccc4c3CCN2Cc2cn(C)nc2C)ccc1F (stereo not given)	5	-1	101	4	-3	11	101	-3	2
CCC(OC(=O)c1nsc(Cl)c1Cl)C(=O)NC(C)(C)C (stereo not given)	7	2	104	2	-4	-14	12*	10	18
Cn1c(CNC(=O)CCNC(=O)c2cccc(F)c2)cc(=O)n(C)c1=O	2	6	100	5	1	5	100	1	4
COc1ccc(-c2cc(=O)oc3cc(OCC(=O)NCCN4CCOCC4)ccc23)cc1	0	3	99	-12	-2	12	102	20	2

Complete entries, quoted from the list. Order of screens: IDE act	M18AAP inhibitor	MEKK3 PB1 HTS	pCIP destab	IDE cell inh	NALP1 inh	MEKK2wt PB1 HTS	SUMO HTRF inh	MEKK2mut PB1 HTS
Listed for CCC(CC)NC(=O)COC(=O)c1cc(Br)ccc1Cl : 1	-7	113	12	3	21	100	-31	25
Listed for CCC(=O)c1ccc(N2CCCCC2)c(F)c1 : 7	3	102	-2	2	15	102	19	1
Listed for CCn1c(SCC(=O)NC2CC2)nnc1-c1ccccc1OC : 0	0	101	4	-4	-7	100	5	-4
Listed for CCn1c(Sc2nc(C)nc3scc(-c4cccs4)c23)n[nH]c1=O : 1	0	111	2	-3	-14	102	-38	-2

Going on with the list.
SMILES	IDE act	M18AAP inhibitor	MEKK3 PB1 HTS	pCIP destab	IDE cell inh	NALP1 inh	MEKK2wt PB1 HTS	SUMO HTRF inh	MEKK2mut PB1 HTS
CCC(C(=O)NCCCN1CCN(C)CC1)n1nc(C)n2c(cc3occc32)c1=O (stereo not given)	2	-3	97	8	-1	23	106	-2	-1
CCOC(=O)c1ccc(CNC(=O)CSc2nc(NC(=O)c3ccccc3)c3c(C)c(C)oc3n2)cc1	-1	-8	99	-2	-3	2	97	13	1
Cn1c(SCC(=O)N2CCOCC2)nnc1-c1ccncc1	4	-2	101	-11	0	0	98	-3	-5
CCOC(=O)N1CCN(C(=O)C(=O)Nc2sc3c(c2C(=O)O)CC(C)(C)OC3)CC1	0	-8	104	-5	-5	4	109	11	3
Cc1c(-c2nc(-c3ccc(C(C)(C)C)cc3)no2)n(C)oc1=O	2	-6	103	-3	8	nt	99	-3	-7
CCOc1ccccc1NC=C1C(=O)OC2(CCCCC2)OC1=O	0	0	96	1	-1	7	99	-16	-3
O=C1NC(=Nc2ccc(F)cc2)SC1Cc1ccc(F)cc1 (stereo not given)	nt	5	101	-11	9	15	104	15	4
CCc1cccc(NS(=O)(=O)c2c(C)n[nH]c2C)c1	0	0	103	-6	2	-58	105	-1	4
CCCCNC(=O)O/N=C(\N)CS(=O)(=O)C(C)(C)C	1	-14	97	-11	1	15	96	13	-1
COc1ccc(N2C(=O)CC(Nc3ccc(C(=O)O)cc3)C2=O)cc1OC (stereo not given)	-1	2	nt	-8	1	20	nt	-4	nt
O=C(N/N=C/c1cn[nH]c1-c1ccccc1)c1ccco1	7	-10	100	-8	1	13	95	24	-3
CCOc1ccc(-c2nc(C#N)c(N3CCN(CC)CC3)o2)cc1	4	-1	102	-13	8	2	103	18	2
COc1ccc(-c2nn(CC(=O)NCCc3ccccc3)c(=S)n2C)cc1	8	1	101	-15	5	16	104	-15	1
O=C(Nc1ccc(NC(=O)c2ccccc2Cl)cc1)c1cccnc1	2	2	39*[inhibitor]	-19	5	9	53*[inhibitor]	2	-28
CC(=O)Nc1cccc(Oc2ccc([N+](=O)[O-])cc2Cl)c1	5	-5	105	-6	1	3	107	5	5
Cc1ccc(CN(Cc2ccco2)C(=S)Nc2ccccc2C)cc1	5	2	98	-10	2	16	101	8	2
Cc1cc(=S)[nH]c(=S)[nH]1	-10	38*	76	8	7	-8	78	6	-17
CCSc1nnc(COc2ccccc2)n1CC	4	1	88	0	4	nt	83	-16	-19
